# Runt-CBFb FRET: blocks binding of human RUNX1 Runt domain to CBFb; Cerulean-Runt/Venus-CBFb FRET ratio 530/480, 1 h; inhibition, % at 20 µM; AID 1496; actives 0.46% (n = 220,000); Q01196+Q13951;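 active = inhibition over about 50% at 20 µM in the single-dose screen, limit read from the data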;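 note: 0% = DMSO wells and 100% = excess unlabeled CBFb competitor control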
#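 Assay system: Cerulean-Runt domain fusion protein, energy donor; Signal: fluorescence energy transfer, 422 nm excitation, 530/480 nm emission; Timing: 1 h compound exposure, room temperature; Control set: unlabeled CBFb; Medium: Tris buffer pH 7.5 with salts and BSA; Compound: single test concentration of 20 µM, 1% DMSO final; Probe or stimulus: Venus-CBFb 100 nM.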
# L929 necroptosis: L929 zVAD cell death inhibition; L929 zVAD necroptosis rescue, ATP luminescence, 24 h; with zVAD 60 µM; viability rescue, % at 10 µM; actives 0.38% (n = 220,000); AID 1377;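 active = activation, scaled between plate controls, above about 75%, limit read from the data; inactive = activation under that limit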;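 note: 0% = zVAD with DMSO and 100% = DMSO alone without zVAD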
# PGE2 EP2 inh: EP2 receptor (human) inhibition; inhibition, % at 25 µM; AID 1422; C6 glioma cells expressing human EP2, cAMP TR-FRET; cells stimulated with saturating PGE2; P43116; actives 0.52% (n = 260,000);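 active = percent inhibition above 40 after rounding to a whole number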;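 note: rat C6 glioma host cells with rolipram phosphodiesterase inhibitor present; the protocol text gives 20 µM as final concentration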
# Target sequence (P43116 whole entry, looked up): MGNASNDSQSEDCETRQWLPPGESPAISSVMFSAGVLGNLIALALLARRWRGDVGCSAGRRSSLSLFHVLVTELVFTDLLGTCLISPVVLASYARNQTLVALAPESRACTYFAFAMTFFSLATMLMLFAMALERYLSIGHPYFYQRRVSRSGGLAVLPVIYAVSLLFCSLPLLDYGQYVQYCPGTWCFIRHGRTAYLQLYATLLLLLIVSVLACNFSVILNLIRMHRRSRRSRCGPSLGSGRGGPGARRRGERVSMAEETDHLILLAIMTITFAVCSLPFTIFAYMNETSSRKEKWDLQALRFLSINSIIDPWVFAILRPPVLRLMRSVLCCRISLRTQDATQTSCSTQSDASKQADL
# PERK inhibitor: human PERK inhibition, primary cell-based screen | inhibition, % at 5.6 µM | Q9NZJ5 | actives 0.17% (n = 220,000) | CHO PERK-DD fusion, SEAP luminescence translation reporter;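 active = inhibition above the mean inhibition of all tested compounds plus 3 SD, set separately per screening campaign, cut at about 2.9% in these data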;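 note: PERK kinase domain activated by AP20187 dimerizer at 100 nM; 0% = DMSO with dimerizer and 100% = rapamycin at 8.4 µM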
# RBBP9 inhibitor: blocks human serine hydrolase RBBP9; O75884; recombinant RBBP9, FP-Rh probe fluorescence polarization; inhibition, % at 7.94 µM; actives 0.2% (n = 220,000); AID 1515;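 active = inhibition above the campaign mean of all tested compounds plus 3 SD, cut at about 14% in these data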;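 note: plate controls were DMSO wells with RBBP9 for no effect and wells lacking RBBP9 protein for full effect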
# Target sequence (O75884 whole entry, looked up): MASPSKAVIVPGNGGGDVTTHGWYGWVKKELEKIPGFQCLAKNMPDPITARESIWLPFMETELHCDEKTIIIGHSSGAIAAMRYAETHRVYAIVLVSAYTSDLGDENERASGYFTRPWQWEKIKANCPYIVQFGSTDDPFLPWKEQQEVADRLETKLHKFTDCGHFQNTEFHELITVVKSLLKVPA
#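 Controls: DMSO-treated enzyme wells and wells lacking RBBP9 | Material: RBBP9 protein | Technique: Fluorescence polarization | Replication: Single well per compound, no replicates | Buffer or medium: Tris-NaCl-Pluronic buffer, pH 8.0 | Timing: 30 min compound preincubation, 45 min probe labeling, 25 °C | Read-out basis: Percent inhibition from mP, scaled between DMSO and no-protein wells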
# Hck-Nef inh: inhibitors of human Hck kinase activated by Nef. P08631. Recombinant Hck-YEEI plus Nef, Z-Lyte FRET kinase assay. actives 0.68% (n = 220,000). AID 463187. inhibition, % at 20 µM;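 active = Hck-Nef kinase inhibition above about 50%, limit read from the data; inactive = inhibition below that limit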;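 note: 0% = DMSO with Hck plus Nef and 100% = Hck alone without Nef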
# Target sequence (P08631 whole entry, looked up): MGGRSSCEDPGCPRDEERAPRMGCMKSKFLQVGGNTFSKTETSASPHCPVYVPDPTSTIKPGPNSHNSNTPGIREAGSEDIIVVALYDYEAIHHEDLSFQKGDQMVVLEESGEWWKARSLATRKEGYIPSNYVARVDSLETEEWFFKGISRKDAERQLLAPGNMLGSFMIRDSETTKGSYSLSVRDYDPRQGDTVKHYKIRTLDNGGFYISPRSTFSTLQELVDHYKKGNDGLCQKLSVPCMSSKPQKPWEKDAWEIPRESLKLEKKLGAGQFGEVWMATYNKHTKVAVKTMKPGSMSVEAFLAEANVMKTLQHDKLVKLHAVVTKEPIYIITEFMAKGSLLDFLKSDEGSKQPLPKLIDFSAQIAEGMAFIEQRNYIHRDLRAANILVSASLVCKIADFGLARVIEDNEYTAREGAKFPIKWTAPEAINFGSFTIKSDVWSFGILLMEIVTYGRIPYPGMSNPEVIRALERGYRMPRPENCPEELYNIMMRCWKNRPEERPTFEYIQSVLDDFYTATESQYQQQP
# TNF necrop inh: blocks TNF-alpha induced death of Jurkat FADD-/- cells. Jurkat FADD-/- TNF necroptosis rescue, ATP luminescence, 24 h; 0 = TNF only, 100 = no-TNF cells. activation (protection from cell death), % at 10 µM. actives 0.068% (n = 220,000). AID 463075;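 active = activation, meaning protection from cell death, of at least 50% relative to plate controls; inactive = activation below 50%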;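 note: necroptosis triggered by 40 ng/mL TNF-alpha added together with compound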
# Runt-SMMHC FRET: Runt domain-CBFb-SMMHC interaction inhibition; Q01196+Q13951; Cerulean-Runt/Venus-CBFb-SMMHC FRET ratio 530/480, 1 h; inhibition, % at 20 µM; actives 0.74% (n = 220,000);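 active = mean inhibition across duplicate retests at 20 µM reaching about 50%, limit read from the data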;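 note: 0% = DMSO wells and 100% = wells with excess untagged CBFb-SMMHC; inhibitors lower the FRET ratio by blocking Runt binding to CBFb-SMMHC; some results filed as inactive read as strong as hits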
# EP2 modulator: EP2 receptor (human) modulation; P43116; EP2-expressing cells, cAMP HTRF FRET, PGE2 co-stimulation; induction, % at 25 µM; actives 0.83% (n = 260,000); AID 940;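 active = compounds whose cAMP rise, as percent of the full-agonist control response, exceeds 60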;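 note: rat C6 glioma line stably carrying human EP2 under a CMV promoter; the protocol text gives 20 µM as final concentration; 100% = response of wells given 1 µM PGE2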
# * hit, by the source's call; nt = not tested or not shown; & = joins results of further samples.
molecule	L929 necroptosis	TNF necrop inh	Runt-SMMHC FRET	Runt-CBFb FRET	RBBP9 inhibitor	PGE2 EP2 inh	EP2 modulator	Hck-Nef inh	PERK inhibitor
O=[N+]([O-])c1cc(/C=N/n2cnnc2)ccc1N1CCCC1	0.2	-1.1	-3	-1	-7	8	-23	28	0.4
O=C(c1ccccc1)N1CCN(C2CCCCCC2)CC1	-0.4	-3.1	2	1	-5	2	-3	1	-0.3
O=C(O)C(Cc1c[nH]c2ccccc12)N1CCS(=O)(=O)CC1 (stereo unspecified)	1.1	0.3	-4	0	-5	5	28	22	1.6
CCN(CC)CCNC(=O)C(C)c1nn(CC)c(=O)c2ccccc12 (stereo unspecified)	-0.7	-1.1	4	-1	-7	6	8	9	-0.1
C=CCn1c(C)cc(-c2csc(NC)n2)c1C	1.7	-1.9	-24	1	-8	6	-21	16	0.4
Cc1ccccc1NC(=S)N(CCN1CCCCCC1)Cc1cccs1	0.1	0.7	1	0	8	16	0	4	0.3
O=C(NCCOc1ccc(Cl)cc1)c1ccc2ccccc2n1	0.6	0.6	0	-5	-10	11	-27	11	1.2
Cc1nn(C)c(C)c1NC(=O)CSc1nc(-c2ccccc2Cl)nc2c1cnn2-c1ccccc1	-0.2	-0.1	7	-1	-8	8	-46	83*	0.1
CCCCOn1c(C)c(C(=O)OCC)c2c3nonc3ccc21	0.3	-2.7	nt	nt	-6	6	nt	3	-1.0
N/C(=N\OC(=O)c1cccc(Cn2cc(C(F)(F)F)ccc2=O)c1)c1ccc(Cl)cc1	-0.8	-4.5	2	-2	-5	11	-24	-5	-0.4
Cc1cccc(-n2c(SCC(=O)O)nc3sc4c(c3c2=O)CCC4)c1	0.0	1.2	-4	0	-5	9	-27	17	0.3
O=C(CSc1n[nH]c(=O)n1-c1ccccc1)Nc1ccccc1	-0.4	1.3	2	0	-3	8	-5	14	0.7
Cc1ccc(C(=O)N(Nc2nc3ccccc3s2)C(=O)c2ccc(C)cc2)cc1	-0.2	2.5	-2	7	-11	11	40	1	0.9
CNCC(=O)Nc1ccc(OC(F)(F)F)cc1	0.2	1.3	1	1	-8	7	-13	4	1.9
Cc1cccc(OC(=O)c2sc3ncn(C)c(=O)c3c2C)c1	2.6	-0.4	-1	nt	-4	19	28	20	0.2
COC(=O)c1ccc(COc2ccc(C=O)cc2OC)o1	5.7	0.7	2	0	-10	12	12	17	0.4
C=CC(=O)NCc1ccc(-c2csnn2)cc1	0.3	1.3	1	-1	-13	17	-19	10	1.6
Cc1cc(C2=CC(C)(c3cc(C)oc3C)Nc3nc(C(F)(F)F)nn32)c(C)o1 (stereo unspecified)	6.1	-0.1	5	3	-5	24	44	-2	-1.8
CCN(CC)S(=O)(=O)c1ccc2c(c1)nc(SCC(=O)N1CCOCC1)n2-c1ccccc1OC	0.0	0.1	-2	nt	-11	6	19	0	0.2
CCOC(=O)N1CCN(S(=O)(=O)c2cccc3nsnc23)CC1	1.5	1.0	2	0	6	12	-6	1	0.7
Fc1ccc(N2CCN(C(=S)NCC3CCCO3)CC2)cc1 (stereo unspecified)	-0.2	-0.3	2	-2	4	3	-12	24	0.4
O=P(C1=C(N2CCOCC2)/C(=C\c2ccccc2)CC1)(N1CCOCC1)N1CCOCC1	-0.3	-1.1	-3	-1	-1	6	17	2	-0.6
O=C1C(Cl)=C(NCCc2ccccc2)C(=O)N1CCc1ccccc1	-0.2	2.0	-19	-12	8	24	-25	-13	0.0
Cc1csc(=NC(=O)c2ccccc2)n1C	-0.9	-1.2	-10	-2	1	10	1	-1	0.9
CCSc1nnc(NC(=O)C2CC(=O)N(Cc3ccc(C)cc3)C2)s1 (stereo unspecified)	0.1	0.5	-3	-2	1	4	-5	2	1.5
CC(=O)c1ccc(NC(=O)CSc2nnc(Cn3c(=O)sc4ccccc43)n2C)cc1	2.5	0.4	5	0	-7	7	10	1	0.2
Cn1c(=O)[nH]c(=O)c2c1nc(NCCCn1ccnc1)n2Cc1ccc(F)cc1	1.2	-0.7	1	-2	-1	13	16	3	1.9
O=C(NCc1cccs1)C1CCN(S(=O)(=O)c2cccs2)CC1	0.1	0.3	-7	0	0	7	-8	0	-0.5
OC1(c2cccs2)CN(c2ccccc2)C2=[N+]1CCCC2 (stereo unspecified)	-0.5	0.6	-4	-3	-3	14	9	0	0.6
O=C(CSc1nc2ccccc2c(=O)n1CCC(=O)N1CCCCC1)NCc1ccccc1	0.0	0.5	0	-2	8	5	-6	0	-1.3
Cc1cc(C)cc(NC(=S)NCC2CCN(C(C)c3ccccc3)C2)c1 (stereo unspecified)	-1.1	-4.6	1	0	-5	6	-28	-8	-0.2
CCOCC(=O)Nc1ccc([N+](=O)[O-])cc1Cl	14	0.4	0	-1	-2	13	28	18	0.8
CN(c1ccccc1)S(=O)(=O)c1cc(C(=O)OCC(=O)N2CCN(C(=O)c3ccco3)CC2)ccc1Cl	48	-0.9	2	-6	-2	4	4	17	-0.2
O=c1[nH]c(=O)c2nnc(N/N=C\c3ccc(O)cc3)nc2[nH]1	0.3	0.6	-2	-1	-7	8	22	-3	1.2
COc1ccc2nc(NC(=O)C3CCCN(S(=O)(=O)c4c(C)noc4C)C3)sc2c1 (stereo unspecified)	27	5.1	4	1	-7	7	-13	-5	-0.1
CC(C)c1cc(N2CCN(C(=O)c3ccco3)CC2)n2c(nc3ccccc32)c1C#N	-1.0	-1.8	nt	25	4	19	16	13	-0.5
O=C(Nc1ccccc1C(=O)N/N=C/c1ccco1)c1ccc(F)cc1	nt	-15	-2	2	-11	5	-11	-19	-1.1
C=CCN(C(C)=O)C1CC(=O)N(c2ccc(OCCC)cc2)C1=O (stereo unspecified)	-0.1	-1.2	-1	1	-5	8	8	4	-1.0
CCn1cc(-c2cc(C(F)(F)F)n3nc(C(=O)O)cc3n2)c(C)n1	-0.1	-1.1	3	3	2	7	18	10	-0.8
COc1cc2c(cc1NC(=O)COC(=O)c1ccc(C(C)(C)C)cc1)oc1ccccc12	0.7	0.9	2	1	0	12	10	10	1.3
OC(c1nnc(-c2ccccc2)o1)c1cccs1 (stereo unspecified)	7.5	0.3	2	0	-2	12	20	53*	0.2
CCNc1nc(Cl)nc(NCc2ccccc2)n1	0.9	-2.8	6	0	-3	6	-15	0	-0.1
OCCN(Cc1ccccc1)Cc1ccccc1Cl	-0.1	1.3	-1	0	-4	8	26	8	0.5
O=C(c1cccnc1Nc1ccc2c(c1)CCC2)N1CCOCC1	1.1	1.0	3	2	-2	21&12	-13&2	1	0.6
O=C(CCc1ccccc1)NNC(=O)Nc1ccccc1	1.0	0.5	2	1	2	3	16	-6	0.0
Clc1ccccc1CSc1nc2ccncc2[nH]1	0.1	-6.4	2	5	7	nt	-5	5	-0.1
CCCc1cc(N2CCCC2)n2nc(C)c(-c3ccccc3)c2n1	0.3	-0.4	-1	0	-8	4	42	0	1.0
CCC(=O)Nc1nc(-c2ccccc2)nc(SC)c1C(C)=O	0.9	-0.2	1	1	-11	11	-18	12	0.5

# Part of the list above in a different format.
> COc1ccc2nc(NC(=O)C3CCCN(S(=O)(=O)c4c(C)noc4C)C3)sc2c1 (stereo unspecified)
  L929 necroptosis = 27	TNF necrop inh = 5.1	Runt-SMMHC FRET = 4	Runt-CBFb FRET = 1	RBBP9 inhibitor = -7	PGE2 EP2 inh = 7	EP2 modulator = -13	Hck-Nef inh = -5	PERK inhibitor = -0.1

> O=C(O)C(Cc1c[nH]c2ccccc12)N1CCS(=O)(=O)CC1 (stereo unspecified)
  L929 necroptosis = 1.1	TNF necrop inh = 0.3	Runt-SMMHC FRET = -4	Runt-CBFb FRET = 0	RBBP9 inhibitor = -5	PGE2 EP2 inh = 5	EP2 modulator = 28	Hck-Nef inh = 22	PERK inhibitor = 1.6

> C=CCN(C(C)=O)C1CC(=O)N(c2ccc(OCCC)cc2)C1=O (stereo unspecified)
  L929 necroptosis = -0.1	TNF necrop inh = -1.2	Runt-SMMHC FRET = -1	Runt-CBFb FRET = 1	RBBP9 inhibitor = -5	PGE2 EP2 inh = 8	EP2 modulator = 8	Hck-Nef inh = 4	PERK inhibitor = -1.0

> CN(c1ccccc1)S(=O)(=O)c1cc(C(=O)OCC(=O)N2CCN(C(=O)c3ccco3)CC2)ccc1Cl
  L929 necroptosis = 48	TNF necrop inh = -0.9	Runt-SMMHC FRET = 2	Runt-CBFb FRET = -6	RBBP9 inhibitor = -2	PGE2 EP2 inh = 4	EP2 modulator = 4	Hck-Nef inh = 17	PERK inhibitor = -0.2

# Remaining list, next part
molecule	L929 necroptosis	TNF necrop inh	Runt-SMMHC FRET	Runt-CBFb FRET	RBBP9 inhibitor	PGE2 EP2 inh	EP2 modulator	Hck-Nef inh	PERK inhibitor
Cc1ccc(S(=O)(=O)N(C(=O)c2ccncc2)c2ccc(OC(=O)c3ccncc3)cc2)cc1	2.7	2.2	1	-2	-4	9	7	2	0.4
CC(=O)c1nc2ccccc2n1S(=O)(=O)c1ccc(C)cc1	0.1	-0.3	-19	-1	1	7	nt	1	-0.5
CCN(CC)C(=O)N1CCc2ccccc2C1CN1C(=O)c2ccccc2C1=O (stereo unspecified)	-0.5	-1.3	nt	nt	13	13	nt	7	-0.5
C=CCc1cccc(/C=N/n2c(C)nnc2C)c1O	-0.1	-1.9	-41	-8	-8	11	25	-3	1.2
CCCn1nnc(NC(=O)c2ccco2)n1	-0.7	-2.1	-1	0	4	8	26	-24	0.7
Cc1cccc(SCc2noc(C(=O)NC(C)C)c2C(=O)O)c1	-0.4	-1.2	-1	0	-8	4	14	1	1.7
CN(CC(=O)NC1CCCCC1)S(=O)(=O)c1cccc2cccnc12	0.2	0.4	1	1	-1	13	-6	0	-0.7
C/C(=N/O)c1ccc(Oc2cnccn2)cc1	1.6	0.1	-2	-34	1	3	11	18	0.2
Cc1[nH][nH]c(=O)c1N=Nc1ccccc1	1.6	-0.6	-6	0	-11	8	36	3	0.7
Cc1cc2c(=O)n(Cc3ccco3)c(SCC(=O)c3ccc(Cl)s3)nc2s1	0.8	-3.2	18	28	-7	10	-5	0	-0.3
Cc1nn(Cc2ccccc2)c(C)c1NC(=O)c1cc(-c2cccs2)on1	1.2	0.1	0	-2	-5	5	-49	1	-0.9
COc1ccc(-c2csc(Nc3ccc(S(=O)(=O)Nc4cc(C)on4)cc3)n2)cc1C	-0.6	0.1	-5	4	-1	5	-34	26	0.1
C/C(=N\NC(=O)Cc1c(C)[nH][nH]c1=O)c1ccc2ccccc2c1	0.3	-0.5	6	4	0	7	0	3	0.7
O=C(CCCn1cnc([N+](=O)[O-])n1)Nc1cccc(Cl)c1Cl	2.5	32	-3	3	6	8	-28	6	0.3

# These rows are one share of the data; rates above refer to the full screens.
